# Assay outcomes: PubChem, several laboratories
# TWEAK-Fn14 inh – inhibitors of TWEAK-Fn14 interaction signaling; TWEAK-stimulated Fn14 reporter cells, luciferase luminescence, 8 h; inhibition, % at 10 µM; 360,000 compounds, 2% hits; AID 1159606; in the data active means inhibition above about 50%
# NR2E3 ag-1 – agonists of human nuclear receptor NR2E3; inhibition of corepressor binding, % at 4.78 µM; GST-NR2E3/biotin-RetCOR TR-FRET, 1536-well; Q9Y5X4; AID 2300; 320,000 compounds, 0.12% hits;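 active means percent inhibition above the cutoff of mean plus 3 SD of all tested compounds, set per screening campaign, cut at about 20% in these data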;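 further: 0% = DMSO wells and 100% = biotin wells as full block of FRET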
# Target sequence (Q9Y5X4 whole entry, looked up): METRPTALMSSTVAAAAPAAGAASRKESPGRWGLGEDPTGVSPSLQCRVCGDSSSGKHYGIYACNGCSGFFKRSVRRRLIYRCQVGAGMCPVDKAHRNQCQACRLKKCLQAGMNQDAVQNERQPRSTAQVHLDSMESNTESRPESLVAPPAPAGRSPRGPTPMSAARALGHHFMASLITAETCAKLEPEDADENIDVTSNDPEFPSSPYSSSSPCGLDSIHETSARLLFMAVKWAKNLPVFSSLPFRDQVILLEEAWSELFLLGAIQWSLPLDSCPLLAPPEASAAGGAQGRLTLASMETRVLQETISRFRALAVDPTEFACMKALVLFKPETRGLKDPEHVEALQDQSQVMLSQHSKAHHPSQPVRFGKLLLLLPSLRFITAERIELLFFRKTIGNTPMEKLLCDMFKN
#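 Test system: GST-NR2E3 and biotin-RetCOR proteins | Quantity: 1.35 nM GST-tagged NR2E3 final | Medium: Tris pH 7.5 | Also added: 7 nM biotin-RetCOR | Dosing: Compound at 4.8 µM, single dose | Timing: 5 h at 4 °C | Detection: Time-resolved FRET | Read-out basis: Percent inhibition | Benchmarks: Biotin wells as high control, 0.6% DMSO wells as low control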
# Peg3 prom inh – inhibitors of Peg3 promoter; HeLa PEG-Prom luciferase reporter, luminescence, overnight; 360,000 compounds, 1.7% hits; inhibition, % at 20 µM;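 active means inhibition of at least 50% at 20 µM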
# NR2E3 ag-2 – activates human NR2E3 receptor; CHO-S Gal4-NCOR/VP16-NR2E3 two-hybrid, luciferase; 360,000 compounds, 0.35% hits; inhibition of corepressor binding, % at 3.98 µM; AID 602229; Q9Y5X4;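 active means inhibition above the mean of all tested compounds plus 3 SD, cut at about 70% in these data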;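 further: 0% = DMSO with NR2E3 transfected cells and 100% = cells lacking NR2E3 construct; higher means lower luciferase signal from less NR2E3 corepressor binding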
# aDG glyco act – alpha-DG glycosylation activation; 360,000 compounds, 0.22% hits; Pro5-aDG cells, alpha-DG glycosylation AlphaScreen (IIH6); 0% Pro5, 100% B10-LARGE cell signal; activation, % at 10 µM;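 active means activation of at least 8% versus controls, or a plate z-score of at least 8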;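 further: Pro5 are CHO cells carrying HIG-tagged alpha-DG that lacks glycosylation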
# CF NFkB block – cystic fibrosis NF-kB activation inhibition; inhibition, % at 5 µM; KKLEB NF-kB-GFP reporter, PAF-induced, GFP fluorescence overnight; AID 588850; 360,000 compounds, 0.86% hits;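 active means at least 50% inhibition at 5 µM, scaled per plate between neutral and stimulator controls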;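 further: PAF is a Pseudomonas aeruginosa culture filtrate used as stimulus; plate controls were PAF-stimulated DMSO wells for no effect and unstimulated DMSO wells for full effect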
# Shn3 3UTR inh – Schnurri-3 reporter inhibition in Clone20 osteoblasts. Clone20 osteoblast Shn3 3'UTR firefly luciferase, 24 h. inhibition, % at 12.5 µM. 360,000 compounds, 0.52% hits. AID 588674;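 active means mean inhibition of at least 75% with every replicate also reaching 75%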;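 further: 0% = median of neutral control wells and 100% = pilot-screen positive control compound; some compounds past the cut are filed as inactive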
# KKLEB tox – counter-screen for CF NF-kB inhibitors: cytotoxicity. KKLEB CF airway cells viability, ATPlite luminescence, overnight; hits give low values; cells stimulated with P. aeruginosa culture filtrate. 360,000 compounds, 0.36% hits. AID 602141. activity change (cytotoxicity), % at 5 µM;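 active means corrected activity change at or below -50% at 5 µM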
# HIF-2a block – HIF-2a inhibition; inhibition, % at 18.8 µM; AID 624352; 786-0 RCC cells HIF-2a reporter, luciferase luminescence, overnight; 360,000 compounds, 0.72% hits;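 active means inhibition of the luminescence signal of 40% or more relative to plate controls, in a single-dose primary screen at 18.75 µM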
# TRPM1 prom inh – reduces MITF-dependent TRPM1 promoter luciferase signal. inhibition, % at 12.5 µM. SK-MEL-5 TRPM1 promoter luciferase, 24 h. 330,000 compounds, 0.83% hits. AID 488899;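 active means mean inhibition across replicates of 60% or more, whatever share of single replicates reaches that level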; further: values of inactives mirror those of a sister screen read the other way
# hiPSC survival – increases survival of single human iPS cells; 360,000 compounds, 0.044% hits; survival enhancement, % at 20 µM; hiPSC single-cell survival, ATPlite luminescence; 100% = ROCK inhibitor wells, 0% = DMSO; in the data active means survival enhancement above about 18%;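 further: cells exposed to compounds for 16 hours before the ATP read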
# * hit, by the source's call; · = no result given.
# The first four compounds (preview)
SMILES,TWEAK-Fn14 inh,NR2E3 ag-1,Peg3 prom inh,NR2E3 ag-2,aDG glyco act,CF NFkB block,Shn3 3UTR inh,KKLEB tox,HIF-2a block,TRPM1 prom inh,hiPSC survival
CCCCC(=O)Nc1ccc(C(=O)NCCCn2ccnc2)cc1,6,5,-4,-22,-0.2,2,12,14,18,5,-1.3
COc1ccc(CNC(=O)COc2ccc(S(=O)(=O)NC(C)C)cc2)cc1,1,3,1,5,0.2,4,-7,-2,5,4,0.5
Fc1ccc2nc(N3CCCCC3)sc2c1,1,-1,-285,-36,0.0,11,-103,-10,-212,-40,-1.5
O=C(Cc1c(F)cccc1Cl)Nc1nc2ccccc2s1,-30,3,-242,-136,1.0,22,-23,4,-335,-57,1.1

# Results (from the top)
SMILES,TWEAK-Fn14 inh,NR2E3 ag-1,Peg3 prom inh,NR2E3 ag-2,aDG glyco act,CF NFkB block,Shn3 3UTR inh,KKLEB tox,HIF-2a block,TRPM1 prom inh,hiPSC survival
CCCCC(=O)Nc1ccc(C(=O)NCCCn2ccnc2)cc1,6,5,-4,-22,-0.2,2,12,14,18,5,-1.3
COc1ccc(CNC(=O)COc2ccc(S(=O)(=O)NC(C)C)cc2)cc1,1,3,1,5,0.2,4,-7,-2,5,4,0.5
Fc1ccc2nc(N3CCCCC3)sc2c1,1,-1,-285,-36,0.0,11,-103,-10,-212,-40,-1.5
O=C(Cc1c(F)cccc1Cl)Nc1nc2ccccc2s1,-30,3,-242,-136,1.0,22,-23,4,-335,-57,1.1
CC(C)NC(=O)NC(=O)COc1ncnc2sccc12,2,-4,11,-9,0.0,10,9,-3,21,6,-2.1
CCCCn1c(-c2cc(Cl)ccc2OC)n[nH]c1=S,11,6,36,20,-0.2,17,-10,-2,24,-3,1.3
CC1Cc2ccccc2N1C(=O)CSc1nnc(-c2ccc(S(=O)(=O)N3CCOCC3)cc2)n1C (stereo not drawn),8,-1,18,-8,-0.2,-2,5,2,3,5,0.0
COC(=O)c1cc(C)sc1NC(=O)c1cccnc1,3,-2,7,7,0.1,-47,-1,-5,7,-11,4.9
CCSc1ccc(/C(N)=N/OC(=O)c2cccs2)cn1,-42,3,-257,-47,0.0,-35,-138,0,-200,-111,-0.1
CC1CCCN(CCCOc2ccc([N+](=O)[O-])cc2)C1 (stereo not drawn),-4,2,-6,-24,0.0,-1,11,0,5,0,3.0
O=C(N/N=C/c1cccc2ccccc12)c1ccccc1Cl,-13,·,-121,-45,0.0,-1,-26,4,-90,·,0.7
Cc1ccc(S(=O)(=O)NCCC(=O)Nc2nccs2)cc1,-3,-1,-4,18,-0.1,0,6,-7,10,-2,-2.0
O=C(NCC1CCCO1)/C(=C\c1ccco1)NC(=O)c1ccccc1 (stereo not drawn),-5,0,4,12,-0.1,6,-4,-3,11,12,-0.8
Cc1ccc(-c2nc3cc(C)c(Br)c(C)n3c2CC(C)(C)C)cc1,-24,·,-26,-20,0.0,-1,1,2,-34,·,-2.5
CC(=O)Oc1cc2c(cc1Cl)C1(CC(c3ccccc3Cl)O2)CC(C)(C)NC(=S)N1 (stereo not drawn),25,2,31,-13,0.3,18,11,7,21,47,-1.2
N#C/C(=C(/O)COC(=O)Cc1c[nH]c2ccccc12)c1nc2ccccc2[nH]1,3,1,-27,-16,0.5,6,-11,-12,-21,20,4.9
Cc1cccc(NC(=O)CN2CCN(C(=O)CNC(=O)Cc3cccc4ccccc34)CC2)c1C,22,-1,3,3,0.2,0,-11,-1,12,19,-0.1
CCOc1cc(C(=S)N2CCN(C)CC2)ccc1OCC(=O)N1CCCC1,7,5,11,-15,0.9,-1,-8,-2,16,13,0.1
Cc1cc(C(F)F)n2nc(C(=O)Nc3sc4c(c3C#N)CCC4)nc2n1,-14,-3,5,-8,-0.3,14,8,6,14,-1,-2.8
CC1CCCN(C(=O)c2ccc3c(c2)OCO3)C1 (stereo not drawn),-6,1,23,-17,3.2,4,-4,13,-15,-1,0.1
CC1CCCC(C)N1c1nnc(N)s1 (stereo not drawn),5,-1,-19,-21,-0.1,-4,-16,-4,-1,6,-0.5
Cc1cc(CNC(=O)c2ccc3c(c2)OCO3)c2ccccc2n1,10,2,20,-22,-0.3,36,5,-29,4,1,-0.7
O=C(NC(Cc1c[nH]c2ccccc12)C(=O)O)c1cccc(S(=O)(=O)N2CCCCC2)c1 (stereo not drawn),-10,·,-1,23,1.7,-4,-4,-3,20,·,4.5
CCCCN(C(=O)c1ccc(S(=O)(=O)N2CCOCC2)cc1)C1CCS(=O)(=O)C1 (stereo not drawn),1,2,-6,-16,0.0,17,14,-12,1,-10,-0.4
CCOC(=O)c1[nH]c(C)c(C(=O)N2CCN(c3cccc(Cl)c3)CC2)c1C,20,2,23,4,0.2,-10,1,6,9,3,10
COc1cccc(OCCn2cc(C(=O)c3ccco3)c3ccccc32)c1,7,3,17,-31,0.8,10,15,-4,-70,1,-0.6
CCc1noc(C)c1C(=O)Nc1ccccc1N1CCOCC1,18,-5,-2,-7,0.1,-11,13,-3,19,8,0.6
CCC(C(=O)NC1CCCCCC1)c1ccccc1 (stereo not drawn),-16,1,12,-6,0.0,-1,-1,0,20,-1,-0.3
CC(Sc1nc(N(C)C)nc(N2CCOCC2)n1)C(=O)Nc1ccccc1 (stereo not drawn),7,2,18,11,0.0,-4,3,8,34,-5,3.1
CCC(C)(C)NC(=O)CN(CC1CCCO1)C(=O)CNS(=O)(=O)c1ccccc1 (stereo not drawn),21,3,4,-32,-0.1,-2,-7,-1,0,-9,-0.5
Cc1ccc(-c2csc3ncnc(SCC(=O)NCc4ccc5c(c4)OCO5)c23)cc1,23,0,18,7,0.3,8,31,-2,23,0,0.7
COC(=O)c1nc(N)sc1C,6,-1,4,-20,-0.1,-15,-17,10,15,-3,0.6
Cc1ccn2c(=O)nc(SCC(=O)NC3CCCCC3)nc2c1,6,-1,6,-5,0.4,7,-12,-20,7,4,-0.6
CC[n+]1ccc(/C=C/c2ccc(N(C)C)cc2)c2ccccc21,36,·,50,37,0.0,-50,88*,-13,27,88*,-0.6
Cc1cccc(Nc2nc(-c3ccc4c(c3)OCCO4)cs2)c1,70*,-4,-245,-146,0.4,0,-20,8,-148,-80,-1.1
C=CCSc1nc2c(C(=O)OCC)nnn2c2ccccc12,-2,·,22,-6,-0.2,-33,-3,-8,20,-9,1.0
Cc1c(Cl)c([N+](=O)[O-])nn1CCCC(=O)Nc1cc(Cl)ccc1Cl,-18,7,8,-6,0.3,23,17,-6,23,-13,3.7
CCn1cc(CN2CCCC(CNS(=O)(=O)Cc3ccccc3)C2)cn1 (stereo not drawn),2,3,-8,-10,-0.1,-3,-5,-6,9,6,1.3
COc1ccc(CC(=O)Nc2ccc(N3CCOCC3)cc2)cc1OC,-17,2,11,-17,0.0,-1,17,-5,16,-7,0.2
COc1ccccc1N(CC(=O)Nc1ccccc1C(=O)N1CCCC1)S(C)(=O)=O,13,·,2,18,-0.1,-2,-2,12,11,·,0.7
CC(C(=O)Nc1nc2ccccc2[nH]1)N1C(=O)C2CC=CCC2C1=O (stereo not drawn),-9,1,9,-12,0.2,2,-10,1,10,11,1.1
Cc1cc(C(=O)Nc2cccc(O)c2)c(C)o1,5,3,-61,-11,0.1,-31,1,6,-21,-4,-2.1
O=C(O)C1CCCN(C(=O)NCc2ccccc2)C1 (stereo not drawn),8,1,8,21,-0.1,6,-6,0,7,0,2.7
O=C1CCCc2ccccc2N1Cc1ccc(Cl)cc1Cl,7,1,28,-45,-0.1,4,-3,1,21,8,4.6
COc1cc(NC(=S)NCCC(c2ccccc2)c2ccccc2)c(OC)cc1Cl,30,-1,53*,4,0.1,6,2,-4,16,-11,-1.8
CCCCCCCC[n+]1cccc(C(=O)N(CC)CC)c1,18,2,14,-5,-0.1,7,-1,-5,18,14,-1.3
Cc1nc(NS(=O)(=O)c2ccc(Cl)s2)c2c3c(sc2n1)CCCC3,-11,1,30,20,0.0,18,-8,-12,9,12,0.8
COc1ccc(C/C(N)=N/OC(=O)CCc2ccccc2)cc1,-10,6,4,-52,0.0,5,3,-12,-15,0,0.0
Cc1ccc(S(=O)(=O)NCCC(=O)N2CCC(Cc3ccccc3)CC2)cc1,-3,4,9,20,0.2,-35,21,30,9,11,-0.4
O=S(=O)(c1ccc(F)cc1)c1nc(-c2ccco2)oc1Nc1ccc(F)cc1,22,4,-2,3,-0.2,17,14,-2,-35,-7,-0.1
# Next structures follow.
SMILES,TWEAK-Fn14 inh,NR2E3 ag-1,Peg3 prom inh,NR2E3 ag-2,aDG glyco act,CF NFkB block,Shn3 3UTR inh,KKLEB tox,HIF-2a block,TRPM1 prom inh,hiPSC survival
O=C1C2=C(CCCC2)C(=O)N1c1cccc(OCCBr)c1,-9,-2,-7,-15,0.2,-18,-10,17,-8,-2,-1.4
CCOC(=O)c1ccccc1NC(=O)c1cccc(F)c1,-12,4,13,-9,0.7,-19,0,11,-1,-18,-1.3
Cc1ccc(C(=O)OCC(=O)NC(C)c2ccccc2)s1 (stereo not drawn),2,·,-26,2,0.0,11,11,-11,9,-5,-0.8
COc1cc(CNn2cnnc2)ccc1OCC(=O)NC(C)(C)C,-4,0,6,5,0.0,5,8,-2,9,0,6.8
COc1ccc(C)cc1N(C(=O)CNC(=O)c1ccco1)C(C(=O)NC1CCCC1)c1cccnc1 (stereo not drawn),-9,2,-3,-3,0.1,15,10,2,19,-13,2.0
COCCN(C(=S)Nc1ccc(C(C)C)cc1)C(C)c1cccs1 (stereo not drawn),-6,1,6,4,0.0,5,·,7,-7,-12,-0.5
ClCc1c2ccccc2cc2ccccc12,-57,4,-44,-39,0.2,6,-7,2,-47,-11,-0.7
COc1ccc(NC(=O)Nc2ccc(C(=O)N3CCOCC3)cc2)cc1,2,0,-2,7,-0.2,-2,5,-9,0,-6,-4.6
CC(Sc1nnc(Cc2ccccc2)o1)C(=O)Nc1ccccc1[N+](=O)[O-] (stereo not drawn),8,3,-8,-17,0.2,-13,-15,5,-30,-4,1.2
COC(=O)c1ccc(OCC2c3cc(OC)c(OC)cc3CCN2C(=O)c2ccco2)cc1 (stereo not drawn),6,1,60*,18,-0.6,14,57,-23,0,-1,-0.9
Cc1ccc(CNC(=O)COc2ccccc2-c2ccccc2)cc1,-11,0,19,-38,0.7,-5,20,9,4,4,1.9
CN1CCCN(C(=O)CC2(CC(=O)O)CCCC2)CC1,-1,1,16,-2,-0.2,-27,-16,10,5,8,3.1
CN(C)c1ccc(C(=S)N2CCN(C(=S)Nc3cccc4ccccc34)CC2)cc1,0,4,25,-9,0.0,-4,20,16,11,8,-0.8

# Rows are unselected; 4.4% or so of the library scored in one or more.
